# Assay outcomes as filed in PubChem BioAssay.
# MT1-MMP act inh: MT1-MMP (human) activation inhibition | 360,000 tested, 0.061% active | GFP/RFP ratio change, % at 20 µM | AID 651647 | P50281 | HT1080 RFP-PRO-GFP cells, GFP/RFP ratio fluorescence, overnight; percent of plate control window, DMSO zero;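 active = GFP/RFP ratio change of at least 30% with cell ATP level not reduced by more than half and red fluorescence within 50% of control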; note: strong numbers were not always called active
#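 Test system: HT1080 cells expressing an RFP-PRO-GFP fluorescent reporter construct / Compound dosing: single-point 20 µM compound, 1% DMSO / Schedule: cells overnight before dosing, compound overnight, 37 °C, 5% CO2 / Evaluation: GFP/RFP fluorescence ratio / Control set: DMSO and RFP-L50D-GFP cell wells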
# NadD block: inhibitors of Staphylococcus aureus NadD | purified NadD enzyme, colorimetric absorbance read-out | inhibition, % at 20 µM | 360,000 tested, 0.78% active; in the data active = inhibition above about 26%; note: some compounds past the cut are filed as inactive
# DNMT1 inh: inhibitors of human DNMT1 | DNMT1 molecular beacon, Hinp1I cleavage, fluorescence | inhibition (reported as % activation of signal), % at 10 µM | 360,000 tested, 0.83% active | AID 588458; in the data active = inhibition above about 50%
# CendR NRP1 mod: NRP-1/CendR interaction modulation | O14786 | FAM-RPARPAR peptide binding to NRP-1, fluorescence polarization | inhibition, % at 25 µM | 360,000 tested, 0.85% active | AID 602438;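 active = inhibition or corrected inhibition above about 18%, plus a signal ratio from 0.5 to 1.5, limit read from the data, passing the limit was not always enough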; note: strong numbers were not always called active
# Target sequence (O14786 whole entry, looked up): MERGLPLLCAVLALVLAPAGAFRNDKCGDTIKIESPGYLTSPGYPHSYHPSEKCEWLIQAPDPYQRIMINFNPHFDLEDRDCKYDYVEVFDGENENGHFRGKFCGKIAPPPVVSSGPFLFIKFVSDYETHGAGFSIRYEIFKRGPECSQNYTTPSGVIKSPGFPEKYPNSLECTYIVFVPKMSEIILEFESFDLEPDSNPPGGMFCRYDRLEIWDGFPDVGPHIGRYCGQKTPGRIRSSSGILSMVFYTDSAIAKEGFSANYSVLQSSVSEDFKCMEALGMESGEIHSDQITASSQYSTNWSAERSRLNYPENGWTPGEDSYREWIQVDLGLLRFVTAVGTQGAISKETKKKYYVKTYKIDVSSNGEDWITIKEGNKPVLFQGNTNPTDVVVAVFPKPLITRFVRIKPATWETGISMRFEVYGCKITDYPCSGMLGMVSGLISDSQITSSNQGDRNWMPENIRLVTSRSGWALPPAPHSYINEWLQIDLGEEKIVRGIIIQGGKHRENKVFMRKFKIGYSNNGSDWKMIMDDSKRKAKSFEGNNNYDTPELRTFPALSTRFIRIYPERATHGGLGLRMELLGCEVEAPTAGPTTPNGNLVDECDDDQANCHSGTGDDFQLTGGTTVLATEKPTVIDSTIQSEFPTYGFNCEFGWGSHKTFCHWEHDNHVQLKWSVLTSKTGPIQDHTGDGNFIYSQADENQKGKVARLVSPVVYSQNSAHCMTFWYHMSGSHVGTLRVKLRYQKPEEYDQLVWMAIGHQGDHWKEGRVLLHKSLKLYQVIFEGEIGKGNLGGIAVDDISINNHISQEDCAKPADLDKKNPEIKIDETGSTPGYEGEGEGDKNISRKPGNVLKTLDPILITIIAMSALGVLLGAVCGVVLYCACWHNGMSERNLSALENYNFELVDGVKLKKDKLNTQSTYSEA
# Scp1 inh: Scp-1 (human) phosphatase inhibition. Recombinant Scp1, phosphopeptide, malachite green phosphate absorbance. inhibition, % at 20 µM. 340,000 tested, 0.88% active. AID 493091;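 active = inhibition above about 50% at 20 µM, limit read from the data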;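 note: plate controls were DMSO wells with enzyme for no effect and wells lacking enzyme for full effect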
#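 Material: truncated SCP-1 phosphatase (76-261aa) / Buffer or medium: 50 mM Tris acetate pH 5.5, 0.005% Tween-20, 10 mM MgCl2 / Compound dosing: one concentration, 20 µM, with 1.0% DMSO / Incubation: 45 min room-temperature reaction, 5 min colour, 30 min stabiliser / Detection: colorimetric free-phosphate detection, absorbance 630 nm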
# STEP inh: blocks human striatal-enriched tyrosine phosphatase | AID 588621 | recombinant STEP, OMFP fluorogenic substrate, fluorescence | 360,000 tested, 0.25% active | inhibition, % at 20 µM;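 active = inhibition at 20 µM, scaled per plate between control wells, above about 37%, limit read from the data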;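 note: 0% = DMSO with enzyme and substrate and 100% = substrate only without enzyme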
#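 Assay system: isolated STEP enzyme / Timing: 20 min at room temperature, dark / Doses: 20 µM, 1% DMSO / Technique: fluorescence intensity, excitation 480 nm, emission 540 nm / Reagent: fluorogenic phosphatase substrate OMFP at 25 µM final / Measure: percent inhibition scaled to no-enzyme and uninhibited-enzyme controls, plate-pattern corrected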
# SUMO1 PPI mod: alters human SUMO1 binding to SIM partners. P63165. SUMO1 binding to a labelled peptide, TR-FRET, 1 h. inhibition, % at 20 µM. 360,000 tested, 0.33% active. AID 602429; in the data active = inhibition above about 37%
# Target sequence (P63165 whole entry, looked up): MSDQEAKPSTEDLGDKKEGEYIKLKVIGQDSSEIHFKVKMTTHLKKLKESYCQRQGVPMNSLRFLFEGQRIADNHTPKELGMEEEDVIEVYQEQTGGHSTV
# Rpn11 inh: inhibitors of human proteasome Rpn11. 360,000 tested, 0.59% active. human 26S proteasome, Ub4-pepOG fluorescence polarization; 20S core pre-blocked with epoxomicin. O00487. calls only at 20 µM;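 active = inhibition at 20 µM, scaled to each plate's controls, above about 33%, limit read from the data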
# SKN-1 block: inhibitors of C. elegans SKN-1; C. elegans VP596 Pgst-4::GFP/RFP ratio, acrylamide-induced, 24 h; inhibition, % at 21.8 µM; 360,000 tested, 0.49% active; AID 624304;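 active = interference check ratio from 0.5 to 1.5 plus GFP to RFP signal ratio inhibition reaching or exceeding a fixed threshold, cut at about 30% in these data, passing the limit was not always enough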; note: some compounds called inactive have numbers as strong as hits
# LMPTP inh: blocks human LMPTP phosphatase; P24666; recombinant LMPTP-A, OMFP fluorogenic substrate, fluorescence intensity; inhibition, % at 20 µM; 360,000 tested, 0.22% active; AID 651560;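 active = compounds that cut the enzyme signal by at least half of the control window in the single-dose screen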;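 note: plate controls were DMSO wells with enzyme plus substrate for no effect and substrate without enzyme for full effect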
#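 Test system: LMPTP-A phosphatase enzyme; input: 0.625 nM LMPTP-A final; reagent: OMFP substrate, 400 µM final; compound dosing: 20 µM single dose, 3% DMSO; incubation: 50 min dark incubation at room temperature; measured by: endpoint fluorescence intensity from OMFP dephosphorylation; measure: % inhibition relative to no-enzyme and uninhibited control wells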
# An asterisk follows results filed as active; i = inactive; x = no result given.
SMILES,MT1-MMP act inh,NadD block,DNMT1 inh,CendR NRP1 mod,Scp1 inh,STEP inh,SUMO1 PPI mod,Rpn11 inh,SKN-1 block,LMPTP inh
CCOC(=O)c1sc(=NC(=O)c2cccs2)n(C)c1C,1,-4,8,7,-5,-2,4,i,-28,0.5
CS(=O)(=O)c1ccc(C(=O)NC2CCCCC2)cc1,3,-3,0,-7,0,-1,-1,i,5,-1.3
Cc1cc(C)n2nc(NCc3cccc(Br)c3)nc2n1,5,7,-9,15,0,-1,0,i,35,-0.5
N#C/C(=C\c1cn(-c2ccccc2)nc1-c1cccnc1)c1nnc2n1CCCCC2,-1,2,-2,9,4,4,-19,i,3,-1.3
O=C(Nc1ccncc1)c1ccc(Cl)c(S(=O)(=O)N2CCCCC2)c1,-1,1,-6,-4,-5,3,-1,i,4,-1.0
COc1ccc(OC)c(NC(=O)C2CCCN(S(=O)(=O)c3cccc4cccnc34)C2)c1 (stereo not given),0,0,-3,-16,0,1,2,i,-7,-0.8
O=C(Nc1n[nH]c(=S)s1)c1ccc2ccccc2c1,0,-2,1,4,-4,0,-1,i,-8,1.1
COc1ccccc1CC(=O)Nc1cc2oc3ccccc3c2cc1OC,4,8,2,0,0,2,1,i,-7,3.8
CNC(=O)N1c2ccccc2NC(=O)CC1C (stereo not given),-1,2,-1,5,1,4,-1,i,2,-1.1
COC(=O)c1cn(NC(=O)CC2CCCCC2)c(=O)c2ccccc12,-1,2,0,5,-7,3,-9,i,-1,-0.6
O=C(NCCNc1ccc([N+](=O)[O-])cc1)c1ccc(Cl)cc1,1,-2,2,5,-11,-2,-19,i,8,0.6
COc1ccccc1NS(=O)(=O)c1ccc(NC(=O)Cc2cccs2)cc1,1,-11,-14,-4,-8,-1,-2,i,8,-0.9
Cc1cc(C)nc(SCc2ccc(C(=O)N/N=C/c3ccccn3)cc2)n1,3,-10,-3,5,-9,-1,-5,i,5,-1.4
CCc1ccc(-c2cc(C(F)(F)F)n3nc(C(=O)Nc4c(C)nn(Cc5ccccc5C)c4C)cc3n2)s1,3,12,-8,8,12,3,0,i,19,4.4
Cc1nc2ccc(S(=O)(=O)NC(C(=O)N3CCCCCC3)C(C)C)cc2s1 (stereo not given),-1,1,1,-8,-6,-1,4,i,5,-0.2
CC(CCN1CCOCC1)c1ccccc1 (stereo not given),3,-8,0,-2,-8,0,0,i,-2,-1.4
O=C(CSc1nnc(CNC(=O)c2c(F)cccc2F)o1)NCC1CCCO1 (stereo not given),-2,-3,1,15,40,-2,3,i,21,1.3
S=C(Nc1ccccn1)NC1CCCCC1,1,10,-3,-3,-2,-2,-2,i,18,-1.7
COc1cccc(S(=O)(=O)N(C)C[C@H]2OCc3cnnn3CCCC(=O)N([C@H](C)CO)C[C@@H]2C)c1,-3,-2,-1,-6,x,0,0,i,-2,-0.5
CC(C)(CO)CNC(=O)CCc1nnc(-c2ccc(-c3ccccc3)cc2)o1,1,2,1,9,-2,0,1,i,-4,-0.1
S=C(NCc1ccccc1)NCc1ccccc1Cl,-1,-2,1,6,4,4,0,i,-15,-0.5
CCCC(=O)NC(=S)Nc1ccccc1C(=O)OC,1,-6,6,-6,-4,1,-4,i,-15,-0.2
CC1(C)CN(O)CCN1O,-3,0,4,25*,43,-1,-3,i,-5,-1.8
C[C@H](CO)N1C[C@H](C)[C@@H](CN(C)S(=O)(=O)c2ccccc2)Oc2ccc(NS(=O)(=O)c3ccccc3)cc2C1=O,6,3,3,10,24,-2,0,i,6,-1.0
C=C(C)CSc1nncn1/N=C/c1ccc(OC)cc1,x,0,3,-3,0,-3,0,i,-5,0.1

# A run of entries taken from the entries so far, for reference:
SMILES,MT1-MMP act inh,NadD block,DNMT1 inh,CendR NRP1 mod,Scp1 inh,STEP inh,SUMO1 PPI mod,Rpn11 inh,SKN-1 block,LMPTP inh
O=C(NCCNc1ccc([N+](=O)[O-])cc1)c1ccc(Cl)cc1,1,-2,2,5,-11,-2,-19,i,8,0.6
COc1ccccc1NS(=O)(=O)c1ccc(NC(=O)Cc2cccs2)cc1,1,-11,-14,-4,-8,-1,-2,i,8,-0.9
Cc1cc(C)nc(SCc2ccc(C(=O)N/N=C/c3ccccn3)cc2)n1,3,-10,-3,5,-9,-1,-5,i,5,-1.4
CCc1ccc(-c2cc(C(F)(F)F)n3nc(C(=O)Nc4c(C)nn(Cc5ccccc5C)c4C)cc3n2)s1,3,12,-8,8,12,3,0,i,19,4.4
Cc1nc2ccc(S(=O)(=O)NC(C(=O)N3CCCCCC3)C(C)C)cc2s1 (stereo not given),-1,1,1,-8,-6,-1,4,i,5,-0.2
CC(CCN1CCOCC1)c1ccccc1 (stereo not given),3,-8,0,-2,-8,0,0,i,-2,-1.4
O=C(CSc1nnc(CNC(=O)c2c(F)cccc2F)o1)NCC1CCCO1 (stereo not given),-2,-3,1,15,40,-2,3,i,21,1.3
S=C(Nc1ccccn1)NC1CCCCC1,1,10,-3,-3,-2,-2,-2,i,18,-1.7
COc1cccc(S(=O)(=O)N(C)C[C@H]2OCc3cnnn3CCCC(=O)N([C@H](C)CO)C[C@@H]2C)c1,-3,-2,-1,-6,x,0,0,i,-2,-0.5
CC(C)(CO)CNC(=O)CCc1nnc(-c2ccc(-c3ccccc3)cc2)o1,1,2,1,9,-2,0,1,i,-4,-0.1
S=C(NCc1ccccc1)NCc1ccccc1Cl,-1,-2,1,6,4,4,0,i,-15,-0.5
CCCC(=O)NC(=S)Nc1ccccc1C(=O)OC,1,-6,6,-6,-4,1,-4,i,-15,-0.2
CC1(C)CN(O)CCN1O,-3,0,4,25*,43,-1,-3,i,-5,-1.8

# (listing goes on)
SMILES,MT1-MMP act inh,NadD block,DNMT1 inh,CendR NRP1 mod,Scp1 inh,STEP inh,SUMO1 PPI mod,Rpn11 inh,SKN-1 block,LMPTP inh
O=C(Nc1nccs1)c1ccc(NC(=O)C2CC=CCC2C(=O)O)cc1 (stereo not given),-2,5,3,7,-7,-3,13,i,-2,-0.4
CCCC(=O)NCCc1nc2ccccc2n1C,-2,-2,4,7,-7,-1,4,i,-24,-2.2
CS/C(=C\[N+](=O)[O-])Nc1ccccc1,-2,-2,0,16,-5,-7,1,i,2,0.4
Cc1cc(C)nc(SCC(=O)Nc2ccc(N3CCOCC3)cc2)n1,0,8,3,-8,41,-1,-7,i,18,0.0
CC(=O)c1ccc(NC(=O)c2cc(C)nc3ccccc23)cc1,-3,3,-6,0,-4,-2,-13,i,14,-1.1
Cc1ccc(C(C(=O)NC2CCCCC2)N(C(=O)c2csnn2)C2CC2)cc1 (stereo not given),0,-4,1,0,-10,1,3,i,6,-0.3
COc1cccc(NC(=O)c2ccc(S(=O)(=O)N(C)C)cc2)c1,-1,3,-5,-4,-10,-2,-4,i,8,-1.2
C#CCOCCOCCOCCNc1nc(N2CCN(C(=O)[C@H](Cc3ccc(O)cc3)n3cc([C@@H](N)C(C)CC)nn3)CC2)nc(N2CCN(C(=O)[C@H](CCCCN)n3cc([C@@H](N)CO)nn3)CC2)n1 (stereo not given in full),0,-11,-3,-4,-5,0,-56,i,-3,-5.7
Cc1ccc(S(=O)(=O)N2[C@@H](c3ccccc3)C(C(=O)O)=CC[C@H]2c2cccs2)cc1,-4,-2,-3,-10,4,-3,5,i,5,-0.5
COc1cc2ncnc(NCc3ccc(C)cc3)c2cc1OC,0,-7,-2,3,1,-2,5,i,11,1.0
CCCn1c(/C=C/c2ccco2)nc2ccccc21,-18,23,26,-48,-4,0,2,i,-1,24
COc1ccccc1-c1nnc(SCC(=O)NC2CCCCC2)n1C,3,-6,2,8,-5,-2,-1,i,-9,-0.4
Cn1c2ccc(F)cc2c2ncn(CC3CCCO3)c(=O)c21 (stereo not given),0,-3,-4,1,-27,-1,-3,i,-3,-0.5
CCOC(=O)c1ccc(NC(=O)CC2C(=O)N(c3cccc(OC)c3)C(=O)N2CCOC)cc1 (stereo not given),-6,1,-4,2,-7,-2,2,i,-6,-0.6
COc1ccc(C)cc1NC(=O)C(NC(=O)c1cc(OC)c(OC)c(OC)c1)C(C)C (stereo not given),3,2,2,14,-11,2,1,i,2,0.8
Cc1nnsc1C(=O)Nc1cccc(Cl)c1C,6,-4,0,-2,-13,-3,2,i,-12,-0.1
CCOC(=O)C(Cc1c[nH]c2cc([N+](=O)[O-])ccc12)(NC(C)=O)C(=O)OCC,1,0,-1,6,-5,0,-30,i,5,-2.5
O=C(NCCCN1CCOCC1)c1ccc(N2CCOCC2)c([N+](=O)[O-])c1,0,-5,2,7,-7,3,-20,i,2,-0.4
O=C(CCCc1nc(-c2ccccc2Cl)no1)NC1CCCC1,1,3,-2,-1,-9,1,1,i,8,-1.7
Cc1ccc(-c2noc(CSc3nnc(Cc4ccccc4)n3-c3ccc(Cl)cc3)n2)cc1,-4,8,-11,-1,0,1,2,i,0,9.7
CCc1cc2c(cc3c(=O)n(CC(=O)NCCCN(CC)CC)nc(CC)n32)s1,1,4,1,3,-4,-4,-2,i,6,-0.6
Cc1c(C(=O)/C=C/c2cccs2)oc2ccc(F)cc12,-10,-3,19,-5,9,5,-4,i,52*,3.2
N#C/C(=C\c1ccc(-c2ccccc2[N+](=O)[O-])o1)C(N)=O,-4,-5,-5,-18,-1,-2,-16,i,-7,-0.2
O=C(c1ccco1)c1cn(CC(=O)N2CCCC2)c2ccccc12,3,-2,0,3,-7,5,3,i,4,0.8
CCOC(=O)N1CCN(Cc2nc3cc(NC(=O)c4ccco4)ccc3n2CC)CC1,-2,-4,1,5,-5,0,4,i,-8,1.9
COC(=O)CNC(=O)CSc1nc2sccc2c(=O)n1-c1ccccc1,-3,1,-7,-12,8,-2,2,i,4,3.1
CC1CN(C(NC(=O)c2ccccc2)C(Cl)(Cl)Cl)CC(C)O1 (stereo not given),-1,-3,11,2,-9,3,1,i,1,-2.5
CC(=O)Nc1ccc(S(=O)(=O)N2CCC(NC(=O)C(Cc3ccc(C)cc3)NC(C)=O)CC2)cc1 (stereo not given),3,0,0,10,1,-2,-3,i,6,-1.7
CCOC(=O)c1c(/N=C/N(C)C)sc(C(=O)OC)c1C,-1,0,-1,-9,-6,-4,-4,i,20,-0.7
O=C(OC1CCN(c2ncc(C(F)(F)F)cc2Cl)CC1)c1ccccc1,8,15,10,-9,-7,2,0,i,-27,2.6
